FAS TE block: FAS thioesterase domain inhibitors, primary screen, biochemical, fluorescence intensity, uHTS; recombinant FAS-TE, OMFH fluorogenic substrate, fluorescence endpoint; inhibition, % at 15 µM; 360,000 tested, 0.67% active; AID 602261, 2012;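 active = compounds whose normalised, plate-corrected inhibition of enzyme fluorescence in the single-dose primary screen is 50% or more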;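 also: 0% = DMSO with enzyme and 100% = substrate without enzyme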
PABP1 MLLE inh: inhibitors of PABP1 MLLE–PAM2 peptide binding, primary screen, biochemical, fluorescence polarization, FITC-PAM2, GST-MLLE | Polyadenylate-binding protein 1 (Homo sapiens), P11940 | inhibition, % at 20 µM | 360,000 tested, 0.36% active | AID 588489, 2011; in the data active = inhibition above about 35%, passing the limit was not always enough;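 also: plate controls were DMSO wells with GST-MLLE for no effect and wells lacking GST-MLLE protein for full effect; some results filed as inactive read as strong as hits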
MsrA act: bovine MsrA enzyme activators, primary screen, biochemical, absorbance, HTS. purified bovine MsrA, absorbance read-out. Methionine sulfoxide reductase A (Bos taurus). 360,000 tested, 0.3% active. activation, % at 10.6 µM. AID 602163, 2012; in the data active = activation above about 7.5%;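 also: 0% = vehicle and 100% = reference activator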
Neddyl block: inhibitors of cullin neddylation, primary screen, biochemical, TR-FRET, uHTS, NAE and Ubc12. NEDD8-conjugating enzyme Ubc12 (Homo sapiens) + NEDD8-activating enzyme E1 regulatory …. calls only at 25 µM. 360,000 tested, 0.58% active; in the data active = inhibition above about 36%
Rin1-Abl PPI inh: inhibitors of Rin1-Abl protein binding, primary screen, biochemical, TR-FRET; Tyrosine-protein kinase ABL1 (Homo sapiens) + Ras and Rab interactor 1 (Homo sapiens), …; inhibition, % at 7.35 µM; 360,000 tested, 0.4% active; in the data active = inhibition above about 5%, passing the limit was not always enough
E coli Lon inh: inhibitors of E. coli Lon protease, primary screen, biochemical, fluorescence polarization; purified E. coli Lon protease; AID 602123, 2011; P0A9M0; 360,000 tested, 0.42% active; inhibition, % at 7.94 µM; in the data active = inhibition above about 13%, passing the limit was not always enough;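 also: 0% = enzyme with probe and DMSO and 100% = no enzyme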
TbMetRS inhib: T. brucei MetRS inhibitors, primary screen, biochemical, luminescence. purified T. brucei MetRS, ATP depletion, Kinase-Glo luminescence. inhibition, % at 11.9 µM. 360,000 tested, 0.4% active;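 active = inhibition above a per-plate cutoff of the control wells' mean inhibition plus 3 SD, cut at about 5.5% in these data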;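 also: 0% = DMSO wells median and 100% = median of wells with control inhibitor compound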
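Material – parasite MetRS enzyme · Medium – HEPES-MgCl2-KCl buffer plus DTT, spermine, BSA, pyrophosphatase · Reagent – ATP, methionine and E. coli bulk tRNA substrates · Times – 15 min enzyme-compound preincubation, 2 h reaction, 10 min detection, 25 °C · Measured by – luminescence of leftover ATP · Evaluation – percent inhibition relative to median high and low control wells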
CSN deneddyl inh: inhibitors of CSN-mediated cullin deneddylation, primary screen, biochemical, fluorescence polarization, uHTS; Purified CSN, SCF-Nedd8-OG deneddylation; inhibition, % at 12.5 µM; 360,000 tested, 0.38% active; AID 651999, 2013;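 active = pattern-corrected inhibition above about 35%, with an unprinted fluorescence ratio check between 0.5 and 1.5, limit read from the data, passing the limit was not always enough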;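 also: 0% = enzyme with substrate and 100% = substrate without enzyme; some results filed as inactive read as strong as hits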
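Schedule: reaction 90 min, room temperature / Assay system: HEK293T-derived human Csn5 enzyme / Input: Csn5 at 0.24 nM final / Measure: inhibition of Csn5 cleavage, % / Control set: substrate-only high control, full reaction low control / Technique: fluorescence polarization of the substrate / Buffer or medium: Tris/NaCl/DTT buffer, pH 7.5 / Reagent: SCFSkp2-Nedd8OG substrate at 10 nM final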
MsrA inhibitor: bovine MsrA enzyme inhibitors, primary screen, biochemical, absorbance, HTS; Methionine sulfoxide reductase A (Bos taurus); purified bovine MsrA, absorbance read-out; inhibition, % at 15.5 µM; 360,000 tested, 0.75% active; AID 651718, 2012; in the data active = inhibition above about 4.5%;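 also: 0% = vehicle wells with enzyme and 100% = reference inhibitor wells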
* = called active by the depositor; i = inactive; / = no result given.

Values run as follows: FAS TE block, PABP1 MLLE inh, MsrA act, Neddyl block, Rin1-Abl PPI inh, E coli Lon inh, TbMetRS inhib, CSN deneddyl inh, MsrA inhibitor
> Cc1ccc(C(=O)NCCn2cc(SCC(=O)Nc3cc(C)on3)c3ccccc32)cc1
 : 4, 26, 0, i, 2, 10, 0.6, -3, 0.6
> CC(C)c1cc(-c2cc(C(=O)Nc3ccccc3)on2)nc(NC2CCCC2)n1
 : 17, -1, -1, i, 0, -2, -0.2, -2, 0.3
> Cn1cnc(S(=O)(=O)NC2CCN(Cc3ccccc3)CC2)c1
 : -8, 7, -2, i, 2, -8, -0.3, 0, 0.0
> O=S1(=O)CCN2N=C(C34CC5CC(CC(C5)C3)C4)SC2=N1
 : -2, 2, -4, i, 1, -7, 1.1, -1, -0.5
> O=C(CSCc1c(F)cccc1Cl)Nc1ccccc1C(=O)N1CCOCC1
 : -6, 6, 1, i, -5, -3, -0.7, -3, -1.1
> COC(=O)c1cc(S(=O)(=O)NCC(C)c2ccccc2)cn1C (stereo not drawn)
 : 1, -12, -4, i, 0, -3, -0.8, 5, 0.6
> O=C(NCC(c1ccco1)N1CCN(c2ccc(F)cc2)CC1)c1cccs1 (stereo not drawn)
 : 5, -7, -1, i, 4, -5, -0.2, 1, 0.3
> O=C(CSc1nc2sc3c(c2c(=O)n1-c1ccccc1)CCCC3)N/N=C/c1ccccc1C(=O)O
 : -3, 14, -3, i, 3, -5, -0.5, 50*, /
> CCOc1ccc(N(CC(=O)N2CCCCCC2)S(C)(=O)=O)cc1
 : -5, 24, -3, i, -3, -1, 0.0, -1, 0.8
> CCOC(=O)c1sc(NC(=O)CN2C(=O)NC3(CC(C)CC(C)(C)C3)C2=O)cc1C (stereo not drawn)
 : 12, 1, 1, i, -2, 0, -0.3, -2, 0.2
> c1ccc(CCCN2CCOCC2)cc1
 : -6, -15, -1, i, -1, -4, -0.3, 0, -0.1
> CC(C)(CCl)C(=O)Nc1ccc(C(F)(F)F)cc1
 : 0, -8, -11, i, 6, -7, -0.9, -1, -1.0
> Cc1noc(COc2ccccc2OCC(N)=O)c1Cl
 : -2, -9, 0, i, 5, 2, 0.2, -4, 0.4
> Cc1cccc(NC(=S)N2CCCCC2)c1
 : -12, -90, -3, i, -1, 11, 0.0, -3, -0.4
> CCNC(=O)c1ccc(OCC(=O)Nc2ccc(F)cc2)c(OC)c1
 : -3, -27, -2, i, 1, 13, -0.6, -4, -1.3
> Cc1ccc(CCC(=O)Nc2ccc(N(C)C)cc2)o1
 : -3, -13, -2, i, -1, -9, 0.2, 1, -0.1
> COc1ccc(S(=O)(=O)N2CCCC2CNC(=O)C(=O)Nc2ccc(C)cc2)cc1 (stereo not drawn)
 : 7, 4, -1, i, 0, -17, -0.4, 3, -1.3
> NS(=O)(=O)c1ccc(CCNC(=O)CSc2ccc(Cl)cc2)cc1
 : -12, 17, -2, i, -1, 6, -0.3, -17, -0.3
> CC(C)OCCCn1c(SCC(=O)N2CCCC2=O)nc2ccccc2c1=O
 : -1, 1, -2, i, 3, -5, -0.2, 0, 0.3
> COc1ccc(/C=N/NC(=O)c2ccc(CSc3nc(C)cc(C)n3)cc2)c(OC)c1OC
 : 13, -3, -1, i, 2, 4, -0.1, 3, 1.1
> CC[C@@]12C(=O)N(c3ccc(OC)cc3)C(=O)N1[C@H](c1ccc(Cl)cc1)[C@@H]1C(=O)N(C3CCCCC3)C(=O)[C@@H]12
 : 67*, -10, -3, i, 0, -3, -0.2, 0, -0.4
> CC(=O)N(Cc1ccc(Cl)cc1)c1cnccn1
 : -5, 3, -1, i, 2, -9, -1.0, 7, 0.3
> Cc1cccc2cc(C(c3nnnn3C(C)(C)C)N(Cc3ccco3)CC3CCCO3)c(=O)[nH]c12 (stereo not drawn)
 : 4, 1, -1, i, 5.8*, -2, -0.2, 22, 1.7
> O=C(O)c1ccc2oc(=O)c(S(=O)(=O)c3ccccc3)cc2c1
 : -5, -22, -2, i, -1, -3, 0.0, 2, 0.8
> Cc1ccc(C)c(NC(=O)/C(C#N)=C/c2ccc[nH]2)c1
 : 5, 6, -6, i, -1, -13, -0.3, 1, 9.3*
> Oc1cccc(NC(=S)N=Nc2c(O)[nH]c3ccc(Br)cc23)c1
 : 16, 24, -2, i, 0, 8, 0.0, -4, 1.3
> O=C1c2ccccc2NC(c2ccccc2)N1Cc1ccccc1 (stereo not drawn)
 : 10, 8, -3, /, 0, 2, 0.0, 105, -0.6
> Cc1ccccc1OCC(=O)NCC(=O)OCc1ccc(Br)cc1
 : 18, -18, -8, i, 1, -10, -0.9, 35, -0.2
> COc1ccc(CCN(C)C(=O)c2cc(=O)c3ccccc3o2)cc1OC
 : -2, -3, -2, i, 0, -5, 0.0, -3, -0.2

Complete entries as entered above. Values in the order: FAS TE block	PABP1 MLLE inh	MsrA act	Neddyl block	Rin1-Abl PPI inh	E coli Lon inh	TbMetRS inhib	CSN deneddyl inh	MsrA inhibitor
Entry for `CCOC(=O)c1sc(NC(=O)CN2C(=O)NC3(CC(C)CC(C)(C)C3)C2=O)cc1C` (stereo not drawn) → 12	1	1	i	-2	0	-0.3	-2	0.2
Entry for `CC(C)c1cc(-c2cc(C(=O)Nc3ccccc3)on2)nc(NC2CCCC2)n1` → 17	-1	-1	i	0	-2	-0.2	-2	0.3
Entry for `Cc1cccc(NC(=S)N2CCCCC2)c1` → -12	-90	-3	i	-1	11	0.0	-3	-0.4
Entry for `Cc1ccc(C(=O)NCCn2cc(SCC(=O)Nc3cc(C)on3)c3ccccc32)cc1` → 4	26	0	i	2	10	0.6	-3	0.6
Entry for `COc1ccc(/C=N/NC(=O)c2ccc(CSc3nc(C)cc(C)n3)cc2)c(OC)c1OC` → 13	-3	-1	i	2	4	-0.1	3	1.1

Screening data: PubChem, several laboratories

Hits appear at their usual frequency; 4% or so of the library scored in one or more.
